# Source: PubChem
# GPR55 LPI antagonism – GPR55 antagonists blocking LPI-driven arrestin recruitment, primary screen, imaging, U2OS, beta-arrestin-GFP, LPI agonist (AID 2013) | U2OS GPR55 beta-arrestin-GFP translocation imaging, LPI antagonism; higher % means a stronger effect | inhibition, % at 10 µM; hits with a dose series show IC50 in µM | 290,000 tested, 0.13% active;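 active means spots per cell inhibited over 60%, with over 100 cells counted and total cytoplasm intensity under 500,000; inconclusive means wells with under 100 cells, flagged as likely toxic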;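 further: U2OS cells stably carrying GPR55 and arrestin-GFP stimulated by 5 µM LPI near EC80; imaged beta-arrestin-GFP aggregate spots per cell after agonist stimulation; plate controls were LPI-stimulated DMSO wells for no effect and DMSO wells without LPI for full effect; some results filed as inactive read as strong as hits; confirmed hits need IC50 under 10 µM and bright autofluorescent wells are also inconclusive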
# Yfh1-depleted yeast – mitochondrial function rescue without frataxin homolog – Friedreich's ataxia, plus single-dose screen, dose response (AID 1465) | S. cerevisiae Yfh1-off respiration, WST-1 reduction, 72 h; higher fold induction means a stronger effect | fold induction at 50 µM; hits with a dose series show EC50 in µM | 220,000 tested, 0.074% active;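 active means fold induction of absorbance versus untreated yeast above a set limit, then at least 30% activation at any dose in follow-up; inconclusive means repeats straddling the limit, or above it without dose testing; inactive means fold induction below the set limit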;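 further: activators that raise dye reduction in frataxin-depleted yeast; strong numbers were not always called active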
# NS5 inhibitors – flavivirus cap methylation enzyme inhibition – biochemical, confirmation dose response, primary screen (AID 588689); Dengue-2 NS5 methyltransferase capping enzyme assay, biochemical; higher % means a stronger effect; inhibition, % at 25 µM, or IC50 in µM where a hit was titrated; 340,000 tested, 0.3% active; in the data active means a potency from the dose series; inconclusive means inhibition above about 29% without an active follow-up result
# GPR35 arrestin U2OS – inhibition of zaprinast-stimulated GPR35 beta-arrestin translocation – imaging, U2OS, beta-arrestin-GFP, zaprinast agonist, primary screen (AID 2058). U2OS GPR35 beta-arrestin-GFP translocation imaging, zaprinast antagonism; higher % means a stronger effect. one-dose inhibition, % at 10 µM; IC50 in µM for titrated hits. 290,000 tested, 0.052% active;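 active means inhibition of at least 50% with at least 30 cells and total cytoplasm GFP at most 10,000,000; inconclusive means under 30 cells or total GFP of 10,000,000 plus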
# AID2073 – inhibitors of Mint1-CaV2.2 protein interaction, biochemical, HTRF (AID 2073); HTRF protein-protein interaction, Mint1-CaV2.2; higher % means a stronger effect; inhibition, % at 20 µM; hits with a dose series show IC50 in µM; 290,000 tested, 0.19% active; in the data active means inhibition mostly above about 51%, no sharp cut-off; inconclusive means no clear call, values can overlap the other calls; inactive means mostly below about 53%; further: some results filed as inactive read as strong as hits
# Rac1 GTP hydrolysis – MgcRacGAP GTPase-activating activity inhibitors, confirmation, biochemical, ADP Hunter fluorescence. MgcRacGAP-stimulated Rac1 GTP hydrolysis, ADP Hunter fluorescence; higher % means a stronger effect; GST-tagged Rac1 F28L mutant substrate. inhibition, % at 30 µM; hits with a dose series show IC50 in µM. 340,000 tested, 0.6% active. AID 624330;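 active means first-screen hits whose inhibition reached a set limit at any dose in the follow-up dose series; inconclusive means inhibition above the set first-screen limit but never retested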;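 further: fluorescence reports GDP produced by GAP-driven GTP hydrolysis; strong numbers were not always called active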
# SV40 large T antigen – TAg ATPase/helicase activity blockers – biochemical (AID 1903); inhibition, % at 20 µM; hits with a dose series show IC50 in µM; SV40 large T antigen ATPase/helicase inhibition assay; higher % means a stronger effect; 310,000 tested, 0.39% active; in the data active means a potency from the dose series; inconclusive means inhibition mostly from about 32% at the one dose, without a potency; inactive means the rest, 99 in 100 with inhibition below about 32%; further: strong numbers were not always called active
# GPR55 beta-arrestin – selective activators of receptor GPR55 – imaging, U2OS cells, beta-arrestin-GFP redistribution, primary screen (AID 1961); U2OS GPR55 beta-arrestin-GFP redistribution imaging; higher % means a stronger effect; activation, % at 10 µM, or EC50 in µM where a hit was titrated; 290,000 tested, 0.048% active;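 active means activation above 40% with more than 50 cells counted in the well; inconclusive means wells holding fewer than 50 cells, flagged as toxic or sparse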;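 further: U2OS osteosarcoma cells stably expressing GPR55 and beta-arrestin-GFP; plate controls were DMSO negative control for no effect and LPI positive control for full effect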
# NTR1 agonist – NTR1-driven beta-arrestin-GFP spot formation – imaging, U2OS cells, high content, primary screen (AID 493036). activation, % at 20 µM. 330,000 tested, 0.17% active. agonist mode;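 active means activation at or above 40% of the spot to cytoplasm intensity ratio, with at least 20 cells analyzed; inconclusive means wells under 20 cells, flagged as cytotoxic or low count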;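 further: 0% = DMSO without peptide and 100% = 100 nM NTR1 peptide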
# Target sequence (P30989 whole entry, looked up): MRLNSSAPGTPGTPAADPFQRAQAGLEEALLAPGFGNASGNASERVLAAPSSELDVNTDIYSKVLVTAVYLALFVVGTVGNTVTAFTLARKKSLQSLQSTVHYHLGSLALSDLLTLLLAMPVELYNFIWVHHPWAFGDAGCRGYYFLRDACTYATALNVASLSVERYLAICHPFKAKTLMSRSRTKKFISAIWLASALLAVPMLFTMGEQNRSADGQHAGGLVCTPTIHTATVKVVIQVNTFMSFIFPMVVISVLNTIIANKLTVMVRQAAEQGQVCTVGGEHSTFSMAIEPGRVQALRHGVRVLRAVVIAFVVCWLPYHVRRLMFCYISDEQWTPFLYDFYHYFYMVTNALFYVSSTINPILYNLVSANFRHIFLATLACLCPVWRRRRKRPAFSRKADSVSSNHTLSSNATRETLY
# NTR1 agonist cell count 20 µM – recorded beside NTR1 agonist, whose call it bears; cell count; measured here: cell count, cytotoxicity flag
# NS5 inhibitors pilot replicate – second read-out of NS5 inhibitors, no call of its own (marks repeat the call); inhibition, %; measured here: pilot screen replicate inhibition
# * marks the source's active call; other numbers are inactive results; i = inactive; ? = inconclusive; . = not tested or not shown.
SMILES,GPR55 LPI antagonism,Yfh1-depleted yeast,NS5 inhibitors,GPR35 arrestin U2OS,AID2073,Rac1 GTP hydrolysis,SV40 large T antigen,GPR55 beta-arrestin,NTR1 agonist,NTR1 agonist cell count 20 µM,others
Cc1ccc(-c2cc(-c3ccccc3)cc(-c3ccccc3)[n+]2-c2ccccc2)cc1,.,.,1%,.,.,6%,15%,.,50*,59*,
CCCCn1c(O)c(C(C)=NCc2cc(OC)cc(OC)c2)c(=O)[nH]c1=O,-3%,i,-1%,0%,-6%,3%,4%,0.0%,7.7,78,NS5 inhibitors pilot replicate=-4.2
CCc1ccc(-n2c(O)c(C(C)=O)c(=O)[nH]c2=O)cc1 (tested in a mixture with another compound),1%,i,-25%,-3%,-1%,-20%,14%,0.3%,-1.5,47,
COCCNC(=O)Cn1cc(/C=C2\C(=O)NC(=O)N(c3ccccc3F)C2=O)c2ccccc21,2%,.,?,2%,37%,6%,5%,-0.1%,12,74,
Cc1cc(/C=C2/C(=O)NC(=O)N(C)C2=O)c(C)n1-c1ccccc1,-2%,i,1%,3%,14%,1%,2%,-0.1%,2.1,67,
CCn1c(O)c(C=Nc2cc(Cl)ccc2Cl)c(=O)n(CC)c1=O,8%,i,-34%,-5%,-4%,9%,22%,0.0%,-0.2,84,
CCCCn1c(O)c(C(C)=NCCCN(CC)CC)c(=O)[nH]c1=O,0%,i,2%,3%,-3%,14%,7%,-0.2%,1.3,79,NS5 inhibitors pilot replicate=5.5
Cc1ccc(N2C(=O)NC(=O)/C(=C\c3ccsc3)C2=O)cc1C,2%,i,.,-8%,39%,.,35%,0.2%,0.7,61,
CCC1(c2ccc(N)cc2)CCC(=O)NC1=O (stereo not given),.,i,-8%,.,.,1%,30%,.,-2.2,72,
CC1=NCCc2c1[nH]c1ccccc21,3%,i,-27%,8%,25%,4%,6%,0.8%,-2.4,92,
N#CCCn1cc(C(=O)Nc2ccccc2Cl)c(-c2ccc(F)cc2)n1,3%,.,4%,9%,5%,9%,1%,-0.2%,0.4,46,
O=[N+]([O-])c1ccc(N2CCCC2)c2ccncc12,6%,i,-3%,-13%,22%,0%,7%,1.9%,0.6,45,
Cc1cc(/C=C\c2ccc3cc(N(C)C)ccc3[n+]2C)c(C)n1-c1ccccc1,.,.,-5%,.,.,30%,32%,.,-2.2,56,
Cc1cc(/C=C2\C(=O)NC(=O)N(Cc3ccccc3)C2=O)c(C)n1-c1ccc(Cl)c(C(=O)O)c1,4%,i,9%,1%,16%,?,?,-0.1%,-0.2,66,
CC(=O)OC1(c2ccc(C)cc2)CN2CCC1c1ccccc12 (stereo not given),6%,i,-8%,-10%,1%,2%,0%,-0.2%,0.8,48,
CCCCCOc1ccc(C)cc1CN(CCCl)CCCl,45%,i,.,-5%,-14%,.,-25%,0.2%,2.0,56,
CSc1ccc(CNC(C)C(O)c2ccccc2)cc1 (stereo not given),4%,i,5%,13%,-11%,4%,2%,0.2%,0.5,54,
Cc1ccc(-n2c(O)c(/C=C/C=Nc3ccccc3)c(=O)[nH]c2=O)cc1,7%,i,1%,3%,11%,5%,20%,-0.1%,1.9,82,
C#CCOCOCC#CCN(CC)CC,-1%,i,1%,16%,37%,1%,8%,-0.1%,0.8,76,
C=Cn1ccnc1P(O)(=S)c1nc(C)c(CCOC(C)=O)s1 (stereo not given),7%,i,-12%,5%,-6%,6%,3%,1.0%,0.4,39,
O=C(Cc1ccccc1)N1CCN(Cc2ccccc2Cl)CC1,4%,.,0%,8%,7%,24%,6%,0.0%,-0.3,92,
COc1ccc(Cc2c(O)[nH]c(=S)[nH]c2=O)cc1,1%,.,.,-1%,-3%,24%,14%,0.3%,1.6,52,
Cn1c(O)c(C=NCCN2CCOCC2)c(=O)[nH]c1=S,6%,i,-6%,-8%,7%,-7%,8%,-0.1%,-1.0,42,
COc1cccc(-n2c(/C=C/c3ccc(O)c(O)c3)nc3ccccc3c2=O)c1,3%,i,-46%,-11%,63%*,?,>100µM*,0.5%,4.5,48,
Cc1ccsc1C(=O)C1CCCN(Cc2cnc(N(C)C)s2)C1 (stereo not given),15%,i,.,9%,-6%,.,26%,0.5%,0.9,75,
SMILES,GPR55 LPI antagonism,Yfh1-depleted yeast,NS5 inhibitors,GPR35 arrestin U2OS,AID2073,Rac1 GTP hydrolysis,SV40 large T antigen,GPR55 beta-arrestin,NTR1 agonist,NTR1 agonist cell count 20 µM,others
CN(C)c1ccc(C=C2C(=O)NC(=O)NC2=O)cc1[N+](=O)[O-],8%,i,16µM*,-1%,33%,25%,4%,0.2%,1.5,51,
Cc1ccc(C)c(OCc2cc(C(=O)N3C[C@H]4C[C@@H](C3)c3cccc(=O)n3C4)no2)c1,1%,.,-9%,0%,8%,3%,7%,-0.1%,0.8,56,
CCOc1cc2c(cc1OCC)-n1cccc1C(c1ccc(OC)c(O)c1)NC2 (stereo not given),4%,.,-6%,-10%,8%,8%,6%,-0.1%,0.6,95,
CC(=O)Nc1ccc(C(c2c(O)c3ccccc3oc2=O)c2c(C)n(C)n(-c3ccccc3)c2=O)cc1 (stereo not given),6%,i,7%,-11%,5%,7%,7%,0.5%,-0.6,52,
Cc1cc(N2C(=O)CC(N3CCC(n4c(=O)[nH]c5ccccc54)CC3)C2=O)no1 (stereo not given),-35%,i,7%,-6%,2%,6%,1%,-0.2%,-0.2,48,
CCOc1cc2c(cc1OCC)-n1cccc1C(c1ccccc1O)NC2 (stereo not given),-9%,.,-7%,16%,1%,7%,-5%,-0.3%,0.2,70,
Cc1cc([N+](=O)[O-])c(Cl)cc1NC(=O)C(C)C,10%,i,-3%,-12%,1%,4%,5%,0.5%,3.1,45,
O=C(c1cccc(N2CCCC2=O)c1)N1CCC2(CC1)OCCO2,5%,i,10%,13%,0%,7%,17%,8.1%,1.2,82,
COc1ccc2c(c1)c(C(=O)C(C)N1CCCCC1)c(C)n2C (stereo not given),2%,.,-3%,-6%,1%,3%,6%,0.0%,-1.1,85,
CN[C@H](C)[C@H](O)c1ccccc1,-16%,i,-10%,-2%,14%,0%,5%,-0.5%,2.8,58,
CC1(C)CN=C(Nc2ccc(F)c(F)c2)S1,-6%,i,1%,-3%,-1%,3%,8%,-0.1%,1.4,74,
CCC(CC)C(=O)NC1CCSC1=O (stereo not given),5%,i,1%,4%,3%,9%,6%,-0.1%,0.5,45,
COc1ccccc1Cn1c(SCC(=O)C(C)(C)C)nc2cc(C(=O)N3CCC4(CC3)OCCO4)ccc2c1=O,10%,i,.,11%,10%,.,6%,4.6µM*,2.3,60,
CC(=O)c1ccccc1NC(=O)C1C2CCC(O2)C1C(=O)O (stereo not given),1%,i,.,5%,2%,.,2%,-0.1%,1.0,60,
CCOc1ccc(C2C(C#N)=C(N)Oc3c2c(=O)oc2ccccc32)cc1 (stereo not given),13%,i,-2%,17%,2%,13%,10%,0.7%,1.1,83,
CC(C)Nc1nc(Cl)nc(NC(C)C)n1,-6%,i,0%,7%,-6%,4%,8%,-0.4%,-1.2,70,
Cc1cc(C)n(CCOC(=O)C2C(C=C(Cl)Cl)C2(C)C)n1 (stereo not given),19%,i,-8%,8%,6%,5%,9%,0.0%,0.3,59,
O=C1CN(O)C(c2ccccc2Cl)=c2cc(Br)ccc2=N1,3%,.,1%,-2%,7%,8%,5%,0.5%,-0.9,94,
CCOc1cc(C2NCc3ccccc3-n3cccc32)ccc1O (stereo not given),6%,.,4%,-10%,-16%,8%,7%,0.0%,-1.8,48,
Cc1oc(-c2ccccc2F)nc1CS(=O)CC(=O)N1CCC2(CC1)OCCO2 (stereo not given),8%,i,-4%,2%,4%,7%,-4%,0.0%,1.3,71,NS5 inhibitors pilot replicate=-11
CCN1CC2([N+](=O)[O-])CC=C(Cl)C([N+](=O)[O-])(C1)C2 (stereo not given),-11%,i,-4%,23%,30%,-5%,8%,-0.1%,-0.8,58,
c1cncc(CNC2CCCCC2)c1,2%,.,-6%,3%,-7%,1%,2%,0.5%,0.0,50,
Nc1ccc2nonc2c1[N+](=O)[O-],4%,i,?,-3%,15%,4%,5%,-0.3%,2.2,29,
CC(=O)Nc1ccc(OC(=O)c2ccccc2N)cc1,9%,i,-6%,-4%,8%,11%,7%,0.3%,-2.0,55,
COc1ccccc1N1CCN(Cc2c(F)cccc2Cl)CC1,2%,i,-5%,-2%,0%,10%,?,0.2%,-1.2,78,NS5 inhibitors pilot replicate=-4.8
SMILES,GPR55 LPI antagonism,Yfh1-depleted yeast,NS5 inhibitors,GPR35 arrestin U2OS,AID2073,Rac1 GTP hydrolysis,SV40 large T antigen,GPR55 beta-arrestin,NTR1 agonist,NTR1 agonist cell count 20 µM,others
CN1CCN(c2ccc(S(=O)(=O)C(F)(F)F)cc2[N+](=O)[O-])CC1,3%,.,-10%,-8%,1%,6%,3%,-0.1%,-0.6,72,
Cc1ccc2c(c1)cc1c(=O)n(CC(=O)N3CCC4(CC3)OCCO4)nc(C)n12,5%,.,-4%,-9%,58%,7%,13%,-0.1%,-0.7,64,
O=[N+]([O-])c1ccc(C2C3C(c4ccccc4)=NC4(CCCCC4)N32)cc1 (stereo not given),25%,i,-2%,11%,4%,6%,3%,-0.1%,2.5,56,
CC12CCC(=O)C=C1CCC1C2CCC2(C)C(O)CCC12 (stereo not given),-1%,i,-1%,-6%,-3%,2%,8%,-0.1%,-1.0,86,
O=c1[nH]c(=S)n(C2CC2)c(O)c1C=NCCc1ccccc1,8%,i,.,5%,-12%,.,7%,-0.2%,2.5,55,
CCC(CO)NC(=O)C1C=C2c3cccc4[nH]cc(c34)CC2N(C)C1 (stereo not given),-13%,i,-4%,-1%,32%,-2%,13%,-0.1%,0.7,63,
CN1CCN(/N=C/c2c(O)n(CCC3=CCCCC3)c(=S)[nH]c2=O)CC1,-16%,i,-17%,-6%,4%,-7%,26%,-0.1%,1.7,63,
Cc1cc(OCC(=O)N[C@@H](Cc2ccccc2)C(=O)O)c2c3c(c(=O)oc2c1)CCC3,2%,.,1%,11%,16%,5%,9%,-0.2%,-1.1,100,

# An excerpt (hit frequency here may not be typical).
